EP2 mod: EP2 receptor (human) modulation. P43116. EP2-expressing cells, cAMP HTRF FRET, PGE2 co-stimulation. 260,000 tested, 0.83% active. induction, % at 25 µM;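 active = compounds whose cAMP rise, as percent of the full-agonist control response, exceeds 60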;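 note: rat C6 glioma line stably carrying human EP2 under a CMV promoter; the protocol text gives 20 µM as final concentration; 100% = response of wells given 1 µM PGE2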
m-calpain inh: blocks pig calpain II enzyme activity; purified calpain II, fluorogenic peptide substrate, 30 min; inhibition, % at 16 µM; 220,000 tested, 0.37% active; AID 1236;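 active = inhibition above about 50%, limit read from the data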
TRPML3 agonist: activates the human TRPML3 channel; AID 1448; 220,000 tested, 0.29% active; HEK293 TRPML3-YFP, Fluo-8 calcium fluorescence; 100% = the carbachol control signal; activation, % at 3 µM;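 active = activation above its plate's cutoff, the mean activation of the plate's test wells plus 3 SD, cut at about 12% in these data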;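 note: 0% = DMSO only wells and 100% = carbachol wells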
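Material: TRPML3-YFP stable HEK293 cells | Dosing: One concentration, 3 µM nominal, 0.3% DMSO | Timing: 125 s total fluorescence read per well | Technique: Fluo-8 calcium dye fluorescence, ex 470-495, em 515-575 nm | Measure: Percent activation from peak-to-basal fluorescence ratio, scaled between DMSO and carbachol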
S1P4 antagonist: antagonists of human S1P4 receptor; S1P4-expressing cells, antagonist mode, reporter read-out; O95977; 220,000 tested, 0.26% active; inhibition, % at 4.98 µM; AID 1510; in the data active = inhibition above about 29%;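 note: 0% = wells stimulated with agonist and 100% = vehicle wells without agonist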
BaF3 parental: parental Ba/F3 viability inhibition as JAK2V617F counter-screen; CellTiter-Glo ATP luminescence; inhibition, % at 5.6 µM; 220,000 tested, 1.1% active;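 active = inhibition above a per-campaign cutoff, the mean inhibition of all tested compounds plus 3 SD, cut at about 27% in these data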;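 note: 0% = DMSO wells and 100% = JAK Inhibitor I control wells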
PERK inhibitor: inhibitors of human PERK kinase | Q9NZJ5 | CHO PERK-DD fusion, SEAP luminescence translation reporter | inhibition, % at 5.6 µM | 220,000 tested, 0.17% active;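 active = inhibition above the mean inhibition of all tested compounds plus 3 SD, set separately per screening campaign, cut at about 2.9% in these data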;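 note: PERK kinase domain activated by AP20187 dimerizer at 100 nM; 0% = DMSO with dimerizer and 100% = rapamycin at 8.4 µM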
Target sequence (Q9NZJ5 whole entry, looked up, the tested form may be a part): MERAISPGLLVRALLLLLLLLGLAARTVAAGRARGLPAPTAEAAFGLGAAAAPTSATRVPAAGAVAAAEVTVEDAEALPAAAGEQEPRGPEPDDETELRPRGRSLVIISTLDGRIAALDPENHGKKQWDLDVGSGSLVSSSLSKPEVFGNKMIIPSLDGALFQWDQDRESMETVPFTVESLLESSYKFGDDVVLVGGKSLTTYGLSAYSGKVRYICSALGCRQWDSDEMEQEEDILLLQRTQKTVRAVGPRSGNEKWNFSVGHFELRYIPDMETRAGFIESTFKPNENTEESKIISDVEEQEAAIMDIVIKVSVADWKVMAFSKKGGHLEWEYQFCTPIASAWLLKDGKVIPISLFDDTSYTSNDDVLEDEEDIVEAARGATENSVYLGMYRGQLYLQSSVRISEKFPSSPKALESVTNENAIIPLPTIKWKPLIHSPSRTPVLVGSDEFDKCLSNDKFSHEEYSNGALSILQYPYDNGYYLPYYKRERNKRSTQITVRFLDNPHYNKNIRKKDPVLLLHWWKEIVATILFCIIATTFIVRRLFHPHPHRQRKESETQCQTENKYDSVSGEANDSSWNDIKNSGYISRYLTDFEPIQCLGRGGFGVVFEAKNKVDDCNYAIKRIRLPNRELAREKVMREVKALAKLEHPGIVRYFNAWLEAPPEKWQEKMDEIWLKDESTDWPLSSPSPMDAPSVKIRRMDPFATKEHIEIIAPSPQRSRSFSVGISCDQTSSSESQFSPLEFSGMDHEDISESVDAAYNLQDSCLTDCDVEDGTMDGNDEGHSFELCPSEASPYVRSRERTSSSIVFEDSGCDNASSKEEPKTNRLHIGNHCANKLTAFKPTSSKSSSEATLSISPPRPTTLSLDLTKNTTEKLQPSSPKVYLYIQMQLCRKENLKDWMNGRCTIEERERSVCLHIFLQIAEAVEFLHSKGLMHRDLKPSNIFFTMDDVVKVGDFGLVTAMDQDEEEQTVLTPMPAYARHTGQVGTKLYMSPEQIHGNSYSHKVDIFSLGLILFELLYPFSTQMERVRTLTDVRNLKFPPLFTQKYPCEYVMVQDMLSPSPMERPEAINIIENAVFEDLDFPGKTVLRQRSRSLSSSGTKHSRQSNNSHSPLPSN
Ba/F3 V617F tox: reduce viability of Ba/F3 cells dependent on JAK2V617F; Ba/F3 EpoR-JAK2V617F viability, ATP luminescence; inhibition, % at 5.6 µM; 220,000 tested, 1.1% active;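 active = inhibition above the campaign mean plus 3 SD over all tested compounds, cut at about 24% in these data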;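 note: cytokine-independent growth of Ba/F3 cells driven by EpoR plus mutant JAK2; 0% = DMSO-treated cells and 100% = JAK inhibitor I control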
S1P4 agonist: agonists of human S1P4 receptor; O95977; S1P4-expressing cell line, agonist reporter assay; activation, % at 4.98 µM; 220,000 tested, 0.35% active; AID 1509; in the data active = activation above about 11%;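 note: 0% = DMSO vehicle and 100% = reference agonist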
zfTRPN1 agonist: agonists of zebrafish TRPN1 channel; HEK293 zebrafish TRPN1-YFP, Fluo-8 calcium fluorescence; 100% = response to 87 µM carbachol; activation, % at 3 µM; 220,000 tested, 0.18% active; AID 1424;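 active = activation above its plate's cutoff, the mean activation of test wells on that plate plus 3 SD, cut at about 19% in these data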;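 note: 0% = DMSO alone and 100% = 87 µM carbachol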
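Assay system: Zebrafish TRPN1-YFP in HEK293 cells | Incubation: Dye loading 1 h at 37 °C, then 30 min room temperature | Measured by: Kinetic Fluo-8 fluorescence, ex 470-495, em 515-575 nm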
An asterisk follows results filed as active; i = inactive; & = joins results of further samples.

SMILES	EP2 mod	m-calpain inh	TRPML3 agonist	S1P4 antagonist	BaF3 parental	PERK inhibitor	Ba/F3 V617F tox	S1P4 agonist	zfTRPN1 agonist
Nc1ccc([N+](=O)[O-])cc1C(=O)NNC(=O)c1ccco1	6	8	-0.3	0	4	0.6	-5	0.3	0.3
CC(C)N(C(=O)CSc1nnc(NC(=O)c2ccco2)s1)C(C)C	23&-8	42	0.7	-9	7	-0.3	7	-0.9	-1.2
CC(C)c1ccc(NC(=O)C(c2ccc3c(c2)OCO3)N2CCN(C(=O)c3ccco3)CC2)cc1 (centres undefined)	-1	-37	0.7	-13	8	-0.5	0	0.2	-0.2
CC[C@H](C)[C@@H](NC(=O)O[C@@H]1C(=O)c2cc(Br)ccc2O[C@H]1c1ccc2c(c1)OCO2)C(=O)OC	24	-4	-0.1	15	9	-0.7	3	0.6	-0.7
C/C(=N\NC(=O)c1cccs1)C(C)(C)C	-42	-17	0.2	4	-3	0.3	-1	-0.4	-0.4
CN(CCNC(=O)c1cccc(N2CCCC2=O)c1)Cc1ccccc1	9	-24	0.5	6	2	-0.9	-1	1.2	0.6
C/C(=N\NC(=O)Cc1c[nH]c2ccccc12)c1ccc2ccccc2c1	-53	-4	0.6	0	1	0.4	-2	0.7	-0.9
COc1ccc(CN(Cc2ccc(C(=O)O)cc2)C(=S)Nc2ccccc2F)cc1OC	28	-29	-0.8	-9	5	0.1	2	2.1	0.1
Cc1noc(C)c1CSc1nc2sc(C)c(C)c2c(=O)n1C1CCCC1	36	5	1.0	-9	1	-0.5	-4	-1.1	2.1
COc1ccc(CCNC(=O)c2ccc(C)s2)cc1OC	-39	-1	1.6	9	8	1.8	2	3.1	0.9
Cc1ccc(Cn2ccc(NC(=O)C3C4CCC(C4)C3C(=O)O)n2)cc1 (centres undefined)	2	-4	0.4	4	5	-1.4	1	1.6	0.1
CC1=NN(/C(=N\c2nnc(C)s2)Nc2ccccc2)[C@H](c2cccc3ccccc23)S1	-3	3	3.4	-12	7	-0.5	5	-1.2	2.7

Complete entries, looked up by structure.
`Cc1noc(C)c1CSc1nc2sc(C)c(C)c2c(=O)n1C1CCCC1` in the list: EP2 mod: 36; m-calpain inh: 5; TRPML3 agonist: 1.0; S1P4 antagonist: -9; BaF3 parental: 1; PERK inhibitor: -0.5; Ba/F3 V617F tox: -4; S1P4 agonist: -1.1; zfTRPN1 agonist: 2.1
`CC(C)c1ccc(NC(=O)C(c2ccc3c(c2)OCO3)N2CCN(C(=O)c3ccco3)CC2)cc1` (centres undefined) in the list: EP2 mod: -1; m-calpain inh: -37; TRPML3 agonist: 0.7; S1P4 antagonist: -13; BaF3 parental: 8; PERK inhibitor: -0.5; Ba/F3 V617F tox: 0; S1P4 agonist: 0.2; zfTRPN1 agonist: -0.2

New compounds follow:
SMILES	EP2 mod	m-calpain inh	TRPML3 agonist	S1P4 antagonist	BaF3 parental	PERK inhibitor	Ba/F3 V617F tox	S1P4 agonist	zfTRPN1 agonist
O=C(NNC(=S)Nc1ccccc1)c1ccccc1[N+](=O)[O-]	16	10	0.0	-21	4	0.2	3	1.8	4.5
Cc1ccnc(NC(=O)CSc2cc(=O)n(C)c3ccccc23)c1	37	14	-0.7	-18	5	0.3	2	-2.1	0.8
Cc1ccsc1CN(C)C(=O)CCc1nnc(COc2ccccc2)o1	-9	-30	-0.1	-4	7	0.6	0	0.4	-0.7
COc1ccccc1OCCNC(=O)c1cccs1	7	-14	-0.2	5	3	0.1	-1	0.1	0.5
COc1ccc(OC)c(S(=O)(=O)NCCO)c1	12	-13	1.2	-1	1	1.4	-2	2.2	0.8
Cc1cc(/C=C(\C#N)C(=O)NCc2ccco2)c(C)n1C1CCCC1	13	-19	0.1	-14	6	-1.4	3	3.5	0.5
O=CNn1cnc2c(oc3nc(-c4ccccc4)cc(-c4ccco4)c32)c1=O	14	i	-0.1	2	3	0.4	-5	-0.3	-0.7
COC(=O)c1ccc(NC(=O)CSc2nnc(COc3ccc4c(c3)CCCC4)o2)cc1	20	-34	1.2	-11	96*	1.5	-3	-0.3	1.7
CCCCCCCOC(=O)c1nc(Cl)c(Cl)c(N)c1Cl	3	29	0.1	-10	5	0.6	-3	0.3	-2.3
Clc1cccc(CSc2nnc(-c3sccc3-n3cccc3)o2)c1	39	-7	1.0	0	2	0.8	1	1.7	1.7
CC1CC(C)(C)N(C(=O)NC2CCCCC2)c2ccccc21 (centres undefined)	-34	-9	1.2	-27	1	0.7	-5	1.1	-0.1
CN(Cc1ccccc1)c1ncnc2ccc(Br)cc12	45	9	-0.2	-3	4	-0.5	-2	0.1	0.8
Cc1ccc(NC(=S)N/N=C/c2c(C)nn(-c3ccccc3)c2N2CCCC2)cc1	0	15	0.5	-1	4	0.4	1	0.0	0.6
CC1=CC2CC1C1C(=O)N(c3ccc(S(=O)(=O)Nc4nc(C)cc(C)n4)cc3)C(=O)C21 (centres undefined)	18	17	0.9	-25	6	0.4	3	0.7	0.9
O=S(=O)(NCCc1ccc(F)cc1)c1cccc2cccnc12	-19	-15	-1.0	-18	4	0.6	1	2.0	0.9
CS(=O)(=O)Nc1ccc(C2=NN(S(C)(=O)=O)C(c3ccc4nccnc4c3)C2)cc1 (centres undefined)	-15&-12	39	0.7	-3	10	-0.1	6	-0.3	1.8
CCn1nc(C)c(CNC(=O)CC2C(=O)NCCN2CC(C)(C)C)c1C (centres undefined)	-7	-26	1.0	-2	8	0.6	-4	1.7	0.7
CCOC(=O)c1cc(CC)sc1/N=C/C1=C(O)CCCC1=O	16	-15	0.2	1	-7	2.0	-4	-0.9	-1.2
Cc1onc(-c2c(Cl)cccc2Cl)c1C(=O)NN1CCCCCC1	-14	0	-0.1	3	3	-0.3	2	1.1	-0.1
COC(=O)C1CCCN1C(=O)COc1ccc(Br)cc1Cl (centres undefined)	-5	15	0.3	-15	8	0.1	2	4.0	-0.6
O=C(Nc1ccc(Cc2ccncc2)cc1)c1ccc(Br)o1	-15	0	0.6	-8	3	-0.4	0	-0.8	0.7
Cc1cc(C)nc(/N=C(\N)Nc2ccc(S(=O)(=O)Nc3nc(C)cc(C)n3)cc2)n1	21	15	0.0	5	2	-0.3	4	-0.1	1.3
CC(C)(C)C1CCC(C(=O)OCC(=O)N2CCN(C(=O)c3ccco3)CC2)CC1 (centres undefined)	14	47	1.1	6	4	-1.0	5	-1.6	2.2
CCNC(=O)COc1ccc(Br)cc1Cl	1	-52	-0.7	-4	3	0.5	-1	0.6	0.5
Cc1cccc(OCC(=O)NNc2c3ccccc3nc3ccccc23)c1	-35	16	-0.2	6	-1	-0.4	-3	-0.4	0.4
CCCc1oc(C(=O)O)cc1CN1CCCC1	18&16	-12	0.2	-13	6	0.7	3	2.5	0.1
Cc1nn(-c2ccc(C(=O)Nc3nnc(C4CC4)s3)cc2)c(C)c1Cl	15	-40	0.7	-9	2	-1.0	1	-0.1	0.8
CCOC(=O)C1C(c2cccs2)NC(=O)N(C)C1(O)C(F)(F)F (centres undefined)	12	-6	-0.6	-23	8	1.0	-1	0.2	-0.4
Cc1ccc(CCN2CC(C(=O)N3CCN(c4ccc(F)cc4)CC3)CC2=O)cc1 (centres undefined)	-3	-24	1.1	-6	3	-0.2	-1	-0.6	2.5
Cc1cc2oc(=O)cc(CN3CCCc4ccccc43)c2cc1C	38	-24	1.5	-32	5	-0.4	0	0.4	1.0
CNc1nc(Nc2ccc(Br)cc2)nc(N)c1[N+](=O)[O-]	30	-15	0.1	-36	5	1.1	-2	1.3	-1.6
CCOC(=O)N1CCN(C(=S)Nc2ccc(C)c(C)c2)CC1	21	-5	0.6	-2	6	0.4	-2	0.1	-0.5
COc1ccc(NC(=O)c2cc(Cl)ccc2NC(=O)c2ccco2)c(OC)c1	45	-104	0.4	-12	4	-1.2	-2	-1.7	0.7
N#Cc1c(Cl)c(Cl)c2nnc(-c3ccc(Br)cc3)n2c1Cl	-50	-8	0.6	-10	1	0.1	1	-0.2	0.2
Brc1ccc(-c2csc3[n+]2CCCCC3)cc1	6	7	0.3	11	55*	0.6	55*	-1.1	-0.4
COc1ccc(C(=O)CSc2nnc(C3CCCCC3)n2N)c(OC)c1	29	-60	-0.4	-1	9	0.0	1	-1.3	-1.7
CCC(=O)N(CCc1ccc(S(N)(=O)=O)cc1)C1CC(=O)N(c2ccc(OC)cc2)C1=O (centres undefined)	22	-43	0.5	-8	8	0.6	3	-0.2	-0.1
COc1ccc(S(=O)(=O)N2CCCC(C(=O)O)C2)cc1 (centres undefined)	7	-6	0.9	-10	0	-0.2	0	-0.8	1.5
CC(=O)Oc1cc2oc(=O)c3c(c2cc1Cl)CCC3	17	i	-0.3	-14	-2	-0.2	5	15*	0.1
O=C(CN1CCCc2ccccc21)NCCc1ccc(Cl)cc1	-30	10	-0.7	-9	3	-0.1	-1	0.1	-1.2
COC(=O)Cn1cnc2c(C#N)c3n(c2c1=O)CCCCC3	11	14	0.2	-15	4	-0.4	2	0.6	-0.2
CC(=O)c1c(C)[nH]c(C(=O)OCC(=O)Nc2cccc(S(=O)(=O)N(C)C)c2)c1C	-33	-10	0.5	-1	5	-1.0	1	1.2	0.9
O=c1c2c3c(sc2nc2n1CCCC2)CCCCC3	-12	22	0.7	3	3	-0.4	-1	-3.0	-0.2
CCN(CC)S(=O)(=O)c1ccc(Oc2ccc(S(=O)(=O)N(CC)CC)cc2)cc1	8	16	6.1	-8	40*	-1.1	33*	-0.9	7.9
CCOc1ccc(C(CCc2ccccc2)NC(=O)c2ccccc2OC)cc1OCC (centres undefined)	5	10	0.8	4	4	-1.7	3	-3.6	0.9
COc1cccc(CN2CCN(S(=O)(=O)c3ccc(Br)cc3)CC2)c1	-2	17	0.2	14	1	-0.5	-1	-1.7	-1.1
COCc1cc(C)c(C#N)c(=S)[nH]1	28	0	0.0	-9	0	0.5	-5	3.0	0.7
O=C(COc1ccc(Br)cc1)N1CCN(c2ccccc2)CC1	-49	-1	0.0	-5	4	-0.7	1	2.6	0.2
N#CCCn1cc(/C=C2\NC(=S)N(c3ccccc3)C2=O)c(-c2ccc(-c3ccccc3)cc2)n1	-25	-98	1.1	4	11	0.9	2	-0.1	1.1
Cc1ccc(S(=O)(=O)NC(CC(=O)O)c2ccccc2)c(C)c1 (centres undefined)	5	-14	0.5	5	6	1.3	5	-0.5	-0.5
O=C(N/N=C/c1cccc(C(F)(F)F)c1)C1CCN(c2ncc(C(F)(F)F)cc2Cl)CC1	36	16	1.0	-11	-1	0.6	-3	-1.8	0.1
C/C(=N/NC(=O)c1ccc(C)nc1)c1ccc2c(c1)CCCC2	-13	-7	0.8	-24	4	0.7	1	-0.5	1.0
O=C(COC(=O)/C=C/c1cccc([N+](=O)[O-])c1)NCc1ccc2c(c1)OCO2	-22	-2	1.0	-15	2	0.2	4	2.0	-0.7
CC(=O)Nc1nc(C)c(Oc2ccc(C)cc2)c(=O)[nH]1	9	2	-1.0	-4	0	1.6	-7	1.5	-0.6
Cc1cccc(-n2cc(-c3ccc([N+](=O)[O-])cc3)[nH]c2=S)c1	-4	16	0.5	-8	6	1.2	-2	-0.6	0.5
